S1P4 antag: human S1P4 receptor antagonism; O95977; hit rate 0.26% among 220,000; inhibition, % at 4.98 µM; S1P4-expressing cells, antagonist mode, reporter read-out; in the data active means inhibition above about 29%;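 further: 0% = wells stimulated with agonist and 100% = vehicle wells without agonist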
Target sequence (O95977 whole entry, looked up): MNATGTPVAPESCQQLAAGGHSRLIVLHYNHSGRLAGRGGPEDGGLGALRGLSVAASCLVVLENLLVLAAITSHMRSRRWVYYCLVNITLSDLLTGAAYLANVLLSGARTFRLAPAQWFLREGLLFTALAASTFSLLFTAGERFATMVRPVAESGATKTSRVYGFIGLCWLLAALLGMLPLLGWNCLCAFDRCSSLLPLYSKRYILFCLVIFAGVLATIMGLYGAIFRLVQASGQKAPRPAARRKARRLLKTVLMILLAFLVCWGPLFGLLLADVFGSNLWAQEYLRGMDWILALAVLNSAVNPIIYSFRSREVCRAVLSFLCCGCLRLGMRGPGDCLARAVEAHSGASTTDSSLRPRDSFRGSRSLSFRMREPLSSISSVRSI
NPY-Y2 PAM-ag: human NPY-Y2 potentiation or agonism, primary screen; hit rate 0.45% among 220,000; activation, % at 3.6 µM; cells expressing NPY-Y2, potentiator/agonist read-out; in the data active means activation above about 27%;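 further: cells stimulated with NPY near EC25 plus isoproterenol at EC100; 0% = vehicle plus submaximal agonist and 100% = vehicle plus saturating agonist; some results beyond the cut were filed as inactive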
Target sequence (P49146 whole entry, looked up): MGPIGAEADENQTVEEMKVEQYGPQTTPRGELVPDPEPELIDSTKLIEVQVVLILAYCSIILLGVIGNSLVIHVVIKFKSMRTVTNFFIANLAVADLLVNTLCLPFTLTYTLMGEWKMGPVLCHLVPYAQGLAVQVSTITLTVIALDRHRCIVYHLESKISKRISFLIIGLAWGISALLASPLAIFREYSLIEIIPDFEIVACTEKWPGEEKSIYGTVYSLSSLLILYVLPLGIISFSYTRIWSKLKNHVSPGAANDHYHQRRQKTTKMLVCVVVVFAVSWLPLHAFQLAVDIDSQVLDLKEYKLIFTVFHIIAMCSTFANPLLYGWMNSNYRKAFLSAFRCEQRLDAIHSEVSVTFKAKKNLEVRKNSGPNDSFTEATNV
p97 ATPase inh: inhibitors of human p97 ATPase; P55072; recombinant p97 ATPase, Kinase-Glo ATP luminescence, 3 h; inhibition, % at 8 µM; hit rate 0.42% among 220,000; in the data active means inhibition above about 15%;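 further: 0% = DMSO vehicle and 100% = wells lacking enzyme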
S1P4 ag: activates the human S1P4 receptor. S1P4-expressing cell line, agonist reporter assay. activation, % at 4.98 µM. hit rate 0.35% among 220,000. AID 1509; in the data active means activation above about 11%;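 further: 0% = DMSO vehicle and 100% = reference agonist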
eIF4E-4G inh: blocks eIF4E binding to eIF4G; P63073+Q04637; TR-FRET eIF4E-eIF4GI(517-606) binding, 2 h; inhibition, % at 21.7 µM; hit rate 0.37% among 220,000;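 active means inhibition above about 30%, limit read from the data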;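 further: 0% = full FRET control wells and 100% = background wells lacking eIF4GI fragment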
PGE2 EP2 inh: inhibitors of human EP2 prostaglandin E2 receptor. P43116. hit rate 0.52% among 260,000. inhibition, % at 25 µM. C6 glioma cells expressing human EP2, cAMP TR-FRET; cells stimulated with saturating PGE2;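 active means percent inhibition above 40 after rounding to a whole number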;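 further: rat C6 glioma host cells with rolipram phosphodiesterase inhibitor present; the protocol text gives 20 µM as final concentration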
EP2 modulator: EP2 receptor (human) modulation | AID 940 | induction, % at 25 µM | hit rate 0.83% among 260,000 | P43116 | EP2-expressing cells, cAMP HTRF FRET, PGE2 co-stimulation;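 active means compounds whose cAMP rise, as percent of the full-agonist control response, exceeds 60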;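 further: rat C6 glioma line stably carrying human EP2 under a CMV promoter; the protocol text gives 20 µM as final concentration; 100% = response of wells given 1 µM PGE2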
NPY-Y1 PAM-ag: potentiates or activates human NPY-Y1 receptor | NPY-Y1 expressing cells, potentiator/agonist activation | activation, % at 3.6 µM | P25929 | AID 1304 | hit rate 0.37% among 220,000; in the data active means activation above about 33%, passing the limit was not always enough;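 further: cells stimulated with NPY at EC10 then isoproterenol at EC100; 0% = low agonist plus stimulus and 100% = saturating agonist plus stimulus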
NPY Y1 blocker: NPY-Y1 (human) receptor antagonism; HEK293-CNG Y1 cells, membrane potential fluorescence; NPY at EC95, then isoproterenol; inhibition, % at 3.6 µM; hit rate 1% among 200,000; AID 1040;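 active means inhibition above the campaign mean inhibition of all tested compounds plus 3 SD, cut at about 20% in these data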;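 further: 0% = DMSO wells given NPY plus isoproterenol and 100% = isoproterenol alone without NPY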
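Assay system: HEK293 cells with Y1 receptor plus CNG channel | Probe or stimulus: NPY (25 nM), isoproterenol (1 µM), Ro 20-1724 (25 µM) | Timing: Compound incubation 1 h at room temperature, readout 45 min post-stimulation | Measured by: Membrane-potential fluorescent dye readout | Benchmarks: High control isoproterenol alone, low control NPY with isoproterenol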
Starred values were filed as active, the others as inactive; x = no result given; & = joins results of further samples; [ ] = dose if it differs, or a comment. These rows are one share of the data, so the mix of outcomes need not match the whole.

SMILES,EP2 modulator,eIF4E-4G inh,NPY-Y1 PAM-ag,p97 ATPase inh,PGE2 EP2 inh,S1P4 antag,NPY Y1 blocker,S1P4 ag,NPY-Y2 PAM-ag
CCN1C(=O)C(CC(=O)N2CCN(C(c3ccccc3)c3ccccc3)CC2)N(CC)C1=O (stereo not given),7.3,-2.2,-6.3,-1.1,0.6,-16.6,1.0,0.9,1.2
Cc1ccc2oc(=O)c3cc(C(=O)NCCCN4CCc5ccccc5C4)sc3c2c1,-16.1,4.0,-2.8,7.0,3.0,-3.7,-0.9,1.1,-0.3
CCC1C(C#N)=C(SC)NC2=C1C(=O)CC(C)(C)C2 (stereo not given),-0.8,2.0,4.3,3.8,3.9,-10.4,-4.3,1.1,4.7
COc1ccc(Br)cc1/C=C/C(=O)NCC(=O)O,20.7,3.2,-6.6,7.0,7.0,8.2,9.7,1.4,-2.5
O=C(NC12CC3CC(CC(C3)C1)C2)c1ccccc1O,-28.7,11.6,-2.5,0.6,11.3,-7.8,0.1,0.3,-2.8
CCCCCCN=C(C)C1=C(O)C(C(=O)OC)C(C)(C)CC1=O (stereo not given),3.2,3.7,-11.4,1.2,9.1,-4.3,1.8,1.5,-0.9
Cc1ccc(OC(=O)Cn2c(C(F)(F)F)nc3ccccc32)cc1,13.5,5.1,-8.4,-3.4,9.3,-4.7,3.0,0.8,-16.4
NS(=O)(=O)c1ccc(NC(=O)COC(=O)c2cc([N+](=O)[O-])ccc2Cl)cc1,2.0,3.6,30.7,1.9,8.0,13.9,x,0.5,-4.3
O=C(C1CCCN(Cc2ccccc2C(F)(F)F)C1)N1CCCCC1 (stereo not given),24.3,-2.9,-7.1,-0.1,6.9,-0.2,6.0,-0.8,9.5
Cc1cc(C)n2ncc(C(=O)Nc3ccc(Cl)c(Cl)c3)c2n1,-7.5,-2.7,-27.0,2.8,5.4,-21.8,3.5,2.5,0.1
C=CCn1cc(/C=C2\SC(N3CCOCC3)=NC2=O)c2ccccc21,-6.3,-10.7,18.8,3.3,3.6,-21.0,x,2.0,-16.2
Cn1c2ccc(F)cc2c2ncn(CCN3CCOCC3)c(=O)c21,24.4,-2.1,-6.6,-4.9,9.9,-4.4,-5.1,-0.3,4.7

(listing goes on)
SMILES,EP2 modulator,eIF4E-4G inh,NPY-Y1 PAM-ag,p97 ATPase inh,PGE2 EP2 inh,S1P4 antag,NPY Y1 blocker,S1P4 ag,NPY-Y2 PAM-ag
O=C(COC(=O)c1cc[n+]([O-])cc1)Nc1ccc([N+](=O)[O-])cc1,9.2,-1.7,11.7,6.9,2.2,12.6,-3.5,2.0,-7.0
CN(C)CCCn1c(N)c(C#N)c2nc3ccccc3nc21,-11.0,-3.7,-21.6,31.7*,6.4,1.9,x,0.5,-13.7
CN(Cc1ccccc1)C1=CC(=[N+]2CCCC2)CC(C)(C)C1,-26.7,-8.1,-24.4,3.0,-2.4,3.3,x,-0.8,11.9
CC1CC(C)(C)CC2(C1)NC(=O)N(CC(=O)NCCc1ccc3c(c1)OCCO3)C2=O (stereo not given),20.6,-1.5,-3.2,-7.1,8.2,-23.1,2.9,1.8,1.0
Cc1nc2nc(C)c(CCC(=O)NCc3ccc4c(c3)OCO4)c(C)n2n1,14.7,0.8[fluorescence artefact?],-6.8,6.4,6.0,-5.3,-6.8,0.8,2.5
COc1ccc(C2=NC(CO)(CO)CO2)cc1,10.5,-5.0,3.5,4.4,5.0,-9.2,-5.7,-0.4,2.7
CC1=CC(=O)C(C(C)C)=CC1=NC(=O)c1ccc(C)cc1,-76.4,3.3,-13.1,6.5,11.8,-1.9,4.6,-0.9,4.0
COc1ccc(Nc2ccnc3ccccc23)cc1,5.7,0.1,-9.6,6.3,12.6,-16.3,15.4,1.8,-0.2
CC1(C)Cc2c(cnn2-c2ccccc2)C(=O)/C1=N\NC(=O)c1ccccc1O,-5.8,x,-29.8,3.4,15.5,3.3,16.4,1.6,-0.8
COC(=O)/C(=C/c1ccco1)NC(=O)c1ccccc1,26.1,16.6,12.2,3.4,2.3,-0.8,-5.8,1.8,4.5
CCC(C)N(C(=O)COc1ccc(NC(C)=O)cc1)C1CCS(=O)(=O)C1 (stereo not given),-14.1,4.1,5.8,2.1,2.2,-4.2,1.9,-2.4,4.7
Cc1ccc(-n2c3c(cc(C(=O)N4CCN(C)CC4)c2=O)C(=O)CC(C)(C)C3)cc1,-7.2,2.0,18.9,2.0,9.4,-25.8,4.0,-0.7,14.1

(more compounds)
SMILES,EP2 modulator,eIF4E-4G inh,NPY-Y1 PAM-ag,p97 ATPase inh,PGE2 EP2 inh,S1P4 antag,NPY Y1 blocker,S1P4 ag,NPY-Y2 PAM-ag
Cc1cc(C)nc(NC(=O)/C=C/c2cccs2)c1,3.0,1.3[fluorescence artefact?],5.2,1.3,11.6,-18.4,4.5,0.7,5.4
CCN(CCCNC(=O)CSc1cc(=O)n(C)c2cc(Cl)ccc12)Cc1ccccc1,-23.0,5.7,-3.0,4.2,13.6,-3.5,1.6,-1.9,-14.2
CS(=O)(=O)NCCSc1nnnn1-c1ccccc1,7.4,-8.4[fluorescence artefact?],0.6,0.5,20.7,-2.5,-0.6,2.9,-11.8
Cc1nc(Sc2nnnn2-c2ccccc2)c(C#N)c(C)c1C,-15.1,0.5[fluorescence artefact?],-7.9,-2.5,9.6,-27.0,1.6,-0.3,-0.1
COc1ccc(-c2ncc3ccccn23)cc1OC,-9.4,2.5[fluorescence artefact?],18.2,0.1,21.3,-21.2,5.2,1.7,-15.9
CCOc1ncccc1C(=O)N1CCN(S(=O)(=O)c2ccc(Br)cc2Cl)CC1,-36.1,-0.1,8.7,1.6,10.3,-5.0,-0.8,0.9,0.9
N#CC(C(=O)c1ccccc1)=C1SCCS1,-10.0,-0.6,1.8,4.4,13.2,-2.9,x,0.9,1.4
Cc1ccc(-n2c3c(cc(C(=O)O)c2=O)C(=O)CC(C)(C)C3)cc1,-0.3&4.4,-2.4,2.0,1.7,8.8&7.6,2.6,1.6,-0.2,5.7
COC(=O)c1cccc(NC(=S)N2CCCCC2)c1,24.1,-0.8,6.8,0.8,1.3,-1.8,4.8,1.6,-9.0
COc1ccc(OC)c(C(=O)CN2CCN(S(=O)(=O)c3ccc(Br)cc3)CC2)c1,-13.2,-12.9,-5.5,-2.6,12.7,-16.9,3.6,-0.8,2.7
CC(=O)Nc1ccc(NS(=O)(=O)c2cc(-c3n[nH]c(=O)c4ccccc34)ccc2C)cc1,1.4,-3.4,2.0,2.6,11.4,-5.4,x,0.6,-17.9
COc1cccc(CNC(=O)CCC2CCCN(c3cc(C)nc(N(C)C)n3)C2)c1 (stereo not given),-17.3,0.3,-12.8,-5.2,5.7,-5.8,6.3,-0.7,-9.0

(continued)
SMILES,EP2 modulator,eIF4E-4G inh,NPY-Y1 PAM-ag,p97 ATPase inh,PGE2 EP2 inh,S1P4 antag,NPY Y1 blocker,S1P4 ag,NPY-Y2 PAM-ag
Cc1c(NC(=O)C(C)OC(=O)COc2ccccc2)c(=O)n(-c2ccccc2)n1C (stereo not given),12.0,-0.7,-8.2,5.0,3.8,-12.6,-4.7,2.3,2.6
Cc1cccc(NC(=S)NCCC(C)C)c1,-0.2,-0.5,-4.5,-1.1,8.4,-6.5,-2.1,2.4,-1.1
Cn1cccc1CNC(=O)Nc1ccc(Cl)cc1,x,x,7.3,-5.5,17.3,-2.1,1.3,0.9,-4.3
O=C(N/C(=C/c1cccs1)C(=O)N1CCCCCC1)c1ccccc1,38.3,-0.1,5.7,0.7,4.1,1.4,8.1,-1.1,17.9
CP(=O)(Nc1cc(Cl)ccc1Cl)c1nc2c(s1)CCCC2 (stereo not given),28.9,-1.8,15.0,3.9,4.1,-3.4,x,-0.1,19.1
Cn1nnnc1SCC(=O)N1CCN(Cc2ccccc2)CC1,-1.6,5.1[fluorescence artefact?],15.2,-1.1,4.5,5.2,-7.7,-0.3,8.2
CCOC(=O)N1CCC(NC(=O)CCN2C(=O)C3C4C=CC(C4)C3C2=O)CC1 (stereo not given),3.3,7.3,13.8,3.6,7.2,-18.8,-3.8,0.7,2.5
O=C(CCc1nnc(-c2ccccc2)o1)c1ccc(Cl)cc1,-34.2,1.9,-27.4,2.7,11.7,9.5,x,1.1,-18.3
c1ccc(-c2nnc(CSc3ccc4c(c3)OCCO4)o2)cc1,-58.7,-1.6,-38.4,-0.1,3.9,-5.0,12.6,-1.4,-25.2
Cc1cccc(-n2cc3c(=O)n(C)c(=O)n(C)c3c2)c1,-49.7,1.3,-11.2,-9.9,1.8,-15.1,5.3,1.1,-2.5
COC(=O)Cc1[nH]n(-c2nc3ccccc3s2)c(=O)c1C(C)=Nc1ccc(Cl)cc1,-49.6,2.8,24.6,1.1,10.8,-14.0,x,0.7,1.6
CCC(C)NC(=O)C1CCCN(S(=O)(=O)c2ccc(-n3cnnn3)cc2)C1 (stereo not given),-2.4,1.4[fluorescence artefact?],24.8,2.0,10.0,-7.3,3.7,-0.4,-2.4

The list goes on:
SMILES,EP2 modulator,eIF4E-4G inh,NPY-Y1 PAM-ag,p97 ATPase inh,PGE2 EP2 inh,S1P4 antag,NPY Y1 blocker,S1P4 ag,NPY-Y2 PAM-ag
O=C(O)COc1cccc2ccccc12,12.2,-5.0,-36.1,-3.6,7.5,-10.8,16.1,0.3,-10.2
CCOC(=O)CSc1nc(N)c(C#N)c(-c2ccc(OC)cc2)c1C#N,51.3,-45.3[fluorescence artefact?],17.9,-1.9,17.5,-4.1,0.4,-0.6,10.6
COc1cc(CNc2ccc(N3CCCC3)cc2)ccc1OCc1ccccc1,0.4,7.4[fluorescence artefact?],-9.4,6.5,9.6,-12.9,0.3,-0.9,16.6
O=C(O)C1CSC(c2ccccc2)N1C(=O)c1ccco1 (stereo not given),9.7,-0.1[fluorescence artefact?],-16.2,3.0,11.7,-24.8,-0.4,-1.3,-2.5
COc1ccccc1NC(=O)NCCCl,7.3,2.1,-15.6,-0.8,3.5,-15.1,4.1,-1.2,-3.9
CCn1c(CNC(=O)Cc2ccc(OC)cc2)nnc1SCC(=O)Nc1ccc(C(=O)O)cc1,10.8,-1.2,-9.6,0.9,3.3,-4.2,-1.5,-0.1,-11.8
O=C(Cc1ccccc1)NNC1CC(=O)N(c2ccccc2)C1=O (stereo not given),-7.0,-0.3,-11.6,-1.3,9.3,-12.6,9.6,0.2,4.2

Bioassay records from PubChem.
